Screening results (PubChem)
All columns: NCI-60 one-dose screen, growth in % after 48 h at 10 µM unless noted; 100 = growth as untreated, 0 = no growth, -100 = all killed.
SK-MEL-5: SK-MEL-5 melanoma; 80,000 tested, 6.4% active; AID 1794755
SK-MEL-28: SK-MEL-28 melanoma; 81,000 tested, 4.1% active
SK-MEL-2: SK-MEL-2 melanoma | 77,000 tested, 4.7% active | AID 1794763
UACC-257: UACC-257 melanoma. 78,000 tested, 4.4% active
HS 578T: HS 578T breast cancer. 78,000 tested, 4.1% active. AID 1794788
LOX IMVI: LOX IMVI melanoma. 79,000 tested, 7.4% active
UACC-62: UACC-62 melanoma; 81,000 tested, 5.4% active; AID 1794756
MALME-3M: MALME-3M melanoma | 78,000 tested, 5.8% active | AID 1794766
* marks the source's active call; other numbers are inactive results; . = no result given; & = joins results of further samples. How the source made its calls: active means growth percent below 10; inactive means the rest.

Start of the listing, in advance, 3 compounds:
Key to letters: A = SK-MEL-5; B = SK-MEL-28; C = SK-MEL-2; D = UACC-257; E = HS 578T; F = LOX IMVI; G = UACC-62; H = MALME-3M
1. CCOC(=O)c1cc(-c2ccc(Cl)cc2)n(-c2cccc(CO)c2)c1C
  A: 95 | B: 102 | C: 94 | D: 94 | E: 93 | F: 91 | G: 84 | H: 109
2. COc1cc(-c2nn(-c3cccc(NC(=O)CN4CCN(C)CC4)c3)cc2-c2ccncc2)ccc1Cl
  A: 105 | B: 108 | C: 97 | D: 103 | E: 104 | F: 99 | G: 114 | H: 102
3. CCOC(=O)CC(=O)CCc1ccccc1
  A: 105 | B: 108 | C: 102 | D: 100 | E: 117 | F: 105 | G: 102 | H: 101

All compounds of this part, from the first entry:
Key to letters: A = SK-MEL-5; B = SK-MEL-28; C = SK-MEL-2; D = UACC-257; E = HS 578T; F = LOX IMVI; G = UACC-62; H = MALME-3M
1. CCOC(=O)c1cc(-c2ccc(Cl)cc2)n(-c2cccc(CO)c2)c1C
  A: 95 | B: 102 | C: 94 | D: 94 | E: 93 | F: 91 | G: 84 | H: 109
2. COc1cc(-c2nn(-c3cccc(NC(=O)CN4CCN(C)CC4)c3)cc2-c2ccncc2)ccc1Cl
  A: 105 | B: 108 | C: 97 | D: 103 | E: 104 | F: 99 | G: 114 | H: 102
3. CCOC(=O)CC(=O)CCc1ccccc1
  A: 105 | B: 108 | C: 102 | D: 100 | E: 117 | F: 105 | G: 102 | H: 101
4. NS(=O)(=O)c1ccc(N2C(=O)[C@H]3CC=CC[C@H]3C2=O)cc1
  A: 103 | B: 109 | C: 94 | D: 108 | E: 92 | F: 97 | G: 102 | H: 96
5. O=C(CSc1nnc(-c2ccc(Cl)cc2)n1-c1ccccc1)Nc1ccc(Cl)cc1
  A: 82 | B: 71 | C: 87 | D: 88 | E: 38 | F: 11 | G: 76 | H: 51
6. N/C(=N\Cl)C(Cl)(Cl)Cl
  A: 105 | B: 93 | C: 108 | D: . | E: 109 | F: 110 | G: 106 | H: 111
7. Cc1cccc(Cl)c1NC(=O)CS
  A: 96 | B: 104 | C: 98 | D: . | E: 111 | F: 101 | G: 111 | H: 107
8. FC(F)(F)c1[nH]ncc1-c1nc2c(N3CCCCC3)cc3[nH]ncc3c2c2c1CCCC2
  A: -68* | B: -7.0* | C: -34* | D: 0.7* | E: -12* | F: -69* | G: -50* | H: 0.9*
9. Nc1nc(-c2ccc([N+](=O)[O-])cc2)cc(=O)[nH]1
  A: 106 | B: 112 | C: 102 | D: 112 | E: 101 | F: 99 | G: 106 | H: .
10. COc1cc(-c2nnc(SCc3nc4ccc(Cl)cc4n3CCO)o2)cc(OC)c1OC
  A: 101 | B: 111 | C: 68 | D: 111 | E: 98 | F: 101 | G: 73 | H: 125
11. N#Cc1nc(-c2cc3cccc(Br)c3oc2=O)oc1NCCO
  A: 99 | B: 105 | C: 106 | D: 100 | E: 109 | F: 83 | G: 94 | H: 97
12. CCN(CC)CCCC(C)Br (configuration not stated)
  A: 100 | B: 115 | C: 99 | D: 102 | E: 114 | F: 96 | G: 94 | H: 96
13. CC(C)(C)C1=CC(=O)C=C(C(C)(C)C)C1=O
  A: 114 | B: 114 | C: 113 | D: 98 | E: . | F: 108 | G: 115 | H: 113
14. Nn1c(N/N=C/c2cccnc2)n[nH]c1=S
  A: 104 | B: 115 | C: 103 | D: 103 | E: 110 | F: 99 | G: 95 | H: 117
15. Clc1ccc(C2=Nc3cccc4cccc(c34)N2)cc1Cl
  A: 92 | B: 104 | C: 96 | D: 94 | E: . | F: 84 | G: 109 | H: 102
16. O=C(O)c1ccc2c(c1N=Nc1c(O)[nH]c(=O)[nH]c1=O)C(=O)c1ccccc1C2=O
  A: 95 | B: 109 | C: 112 | D: 109 | E: 103 | F: 92 | G: 96 | H: 120
17. COc1ccc(Cl)cc1NC(=O)c1cc2c([nH]1)-c1nc(NC(=O)C(C)C)sc1CC2
  A: 78 | B: 112 | C: 85 | D: 93 | E: 93 | F: 95 | G: 92 | H: 104
18. COc1cc(OC)c2c(=O)cc(-c3cccnc3)oc2c1
  A: 80 | B: 109 | C: 84 | D: 103 | E: 95 | F: 101 | G: 85 | H: 94
19. COc1ccc(-c2nn(-c3ccccc3)cc2/C=C2\SC(=S)N(c3ccc(Cl)cc3)C2=O)cc1
  A: 93 | B: 86 | C: 105 | D: 96 | E: 76 | F: 79 | G: 75 | H: 93
20. Nc1ccccc1Sc1cc(Cl)nnc1Cl
  A: 96 | B: 108 | C: . | D: 82 | E: 101 | F: 85 | G: 87 | H: 107
21. CCOC(=O)C1OC(Oc2ccc3c(C)cc(=O)oc3c2)[C@@H](OC(C)=O)C(OC(C)=O)C1OC(C)=O (some centres not stated)
  A: 101 | B: 106 | C: 104 | D: 94 | E: 101 | F: 94 | G: 96 | H: 93
22. COc1cccc(CNC(=O)c2ncoc2-c2ccc3c(c2)OCCO3)c1
  A: 101 | B: 109 | C: 108 | D: 108 | E: 132 | F: 99 | G: 100 | H: 106
23. COc1cc(/C=C/c2cc[n+](C)cc2)ccc1O
  A: 100 | B: 93 | C: 88 | D: 88 | E: 87 | F: 101 | G: 93 | H: 76
24. CCCCCN(CCCCC)C(=O)C(C)C
  A: 96 | B: 98 | C: . | D: 95 | E: 89 | F: 102 | G: 100 | H: 90
25. NC(=O)N1N=C(c2ccc(Cl)cc2)CC1c1cn(-c2ccccc2)nc1-c1ccc(Cl)cc1 (configuration not stated)
  A: 79 | B: 78 | C: 74 | D: . | E: 51 | F: 56 | G: 62 | H: .
26. C=CCSc1nnc(-c2sc3nc4ccccc4n3c2C)o1
  A: 91 | B: 113 | C: 108 | D: 101 | E: 109 | F: 107 | G: 92 | H: 115
27. O=C(O)c1cccc2c1-c1ccc(Cl)cc1C2=O
  A: 96 | B: 100 | C: 83 | D: 88 | E: 100 | F: 95 | G: 92 | H: 95
28. Cc1nc2n(c1CCC(=O)O)CCCC2
  A: 104 | B: 108 | C: 95 | D: 92 | E: 104 | F: 106 | G: 107 | H: 113
29. CNCCNc1nc2ccccc2c2c(=O)c3cccc(OC)c3sc12
  A: 58 | B: 62 | C: 73 | D: 64 | E: 41 | F: 12 | G: 44 | H: 60
30. CCCOC(=O)C(O)c1ccccc1 (configuration not stated)
  A: 104 | B: 116 | C: 106 | D: 108 | E: 104 | F: 104 | G: 98 | H: 97
31. Fc1ccc(N2CCN(/C(=N\c3sc(-c4ccccc4)nc3-c3ccccc3)c3ccccc3)CC2)cc1
  A: 96 | B: 107 | C: 100 | D: 98 | E: 104 | F: . | G: 86 | H: 105
32. CCCC(C)(C)c1cc(C(C)C)cc(C(C)(C)CCC)c1O
  A: 108 | B: 95 | C: 100 | D: 89 | E: 101 | F: 128 | G: 100 | H: 134
33. CCC(=O)Oc1ccc(OCc2ccccc2)cc1
  A: 74&84 | B: 111&122 | C: 123 | D: 108&130 | E: 97&98 | F: 85&89 | G: 80&82 | H: 87&107
34. O=c1c2cc(F)ccc2sc2c(N3CCN(Cc4ccccc4)CC3)nc3ccccc3c12
  A: 101 | B: 102 | C: 103 | D: 103 | E: 91 | F: 101 | G: 91 | H: 96
35. FC(F)(F)c1ccc(Nc2nnc(-c3ccccc3Cl)o2)cc1
  A: 97 | B: 103 | C: 87 | D: 98 | E: 102 | F: 95 | G: 90 | H: 95
36. CC(=O)Nc1ccc(O)c(C)c1
  A: 100 | B: 103 | C: 104 | D: 88 | E: 107 | F: 95 | G: 104 | H: 99
37. COc1cc2oc(-c3cccc(NC(=O)c4ccccc4)c3)cc(=O)c2c(OC)c1OC
  A: 63 | B: 73 | C: 77 | D: 100 | E: 97 | F: 62 | G: 67 | H: 87
38. CCOC(=O)c1cn2c3c(cccc3c1=O)C(=O)/C(=C/c1ccc(F)cc1)C2
  A: 94 | B: 100 | C: 90 | D: 80 | E: 90 | F: 92 | G: 78 | H: 100
39. c1csc(C(CC2CCCCC2)c2ccc3ccccc3c2)c1 (configuration not stated)
  A: 101 | B: 114 | C: 101 | D: . | E: 109 | F: 103 | G: 101 | H: 96
40. COc1cc(OC)c(/C=C/c2ccc3ccccc3[n+]2C)c(OC)c1
  A: -74* | B: 9.9* | C: -4.2* | D: . | E: 34 | F: -33* | G: 0.3* | H: 3.0*
41. FC(F)(F)c1nnc2n1NCCCS2
  A: 100 | B: 108 | C: 99 | D: . | E: 100 | F: 97 | G: 97 | H: 108
42. Cc1cc(=O)n(-c2nc3ccccc3[nH]2)[nH]1
  A: . | B: 91 | C: 69 | D: 103 | E: 18 | F: 85 | G: 54 | H: 109
43. COc1cc(-c2nc(SCCC(C)C)nc(NC3CC3)c2C#N)cc(OC)c1OC
  A: 99 | B: 110 | C: 105 | D: 103 | E: 104 | F: 101 | G: 93 | H: 66
44. CCCCCCCCCCOC(=N)c1ccc(O)c(OCC)c1
  A: 98 | B: 102 | C: 99 | D: 88 | E: 98 | F: 91 | G: 92 | H: 98
45. CCOC(=O)Cc1cnc(N/N=C(\C)c2cc3ccccc3o2)s1
  A: 99 | B: 110 | C: 113 | D: 98 | E: 100 | F: 86 | G: 86 | H: 92

Down the list, as entered above:
MALME-3M for nos. 33–41, in order: 87&107, 96, 95, 99, 87, 100, 96, 3.0*, 108
LOX IMVI for nos. 33–41, in order: 85&89, 101, 95, 95, 62, 92, 103, -33*, 97

Following part.
Key to letters: A = SK-MEL-5; B = SK-MEL-28; C = SK-MEL-2; D = UACC-257; E = HS 578T; F = LOX IMVI; G = UACC-62; H = MALME-3M
46. N#Cc1ccc(C(=O)CSc2nccc(Nc3ccc(S(=O)(=O)Nc4ncccn4)cc3)n2)cc1
  A: 100 | B: 105 | C: 106 | D: 108 | E: 108 | F: 100 | G: 96 | H: 110
47. CC(=C(C#N)C#N)c1cccc([N+](=O)[O-])c1
  A: . | B: 107 | C: 116 | D: 123 | E: 123 | F: 97 | G: 101 | H: 119
48. O=c1oc(-c2ccc(S(=O)(=O)NCc3ccccc3)cc2)cc2ccccc12
  A: 98 | B: 109 | C: 103 | D: 101 | E: 103 | F: 104 | G: 91 | H: 99
49. O=C(O)c1nn(-c2ccccc2)nc1N1CCOCC1
  A: 101 | B: 106 | C: 112 | D: 101 | E: 107 | F: 100 | G: 103 | H: 111
50. O=C(NNc1nc2ccccc2nc1/C=C/c1cccc([N+](=O)[O-])c1)Nc1cccc(Cl)c1
  A: 79 | B: 99 | C: 103 | D: 102 | E: 90 | F: 79 | G: 75 | H: 95
51. COc1ccc2oc(=O)cc(C3c4[nH]c5ccccc5c4CCN3S(=O)(=O)c3ccc(C)cc3)c2c1 (configuration not stated)
  A: . | B: . | C: 95 | D: 94 | E: 92 | F: 89 | G: . | H: 41
52. COC(=O)c1nc(=S)[nH]c(C(=O)OC)c1C(=O)c1ccc2ccccc2c1
  A: 99 | B: 106 | C: 104 | D: 112 | E: 103 | F: 95 | G: 89 | H: 94
53. Cc1cc(C)c2c(n1)nn1c(-c3cc4c(ccc5ccccc54)oc3=O)ccnc21
  A: 100 | B: 103 | C: 105 | D: 98 | E: 86 | F: 100 | G: 91 | H: .
54. C=CCn1c(O)c(N=Nc2nc(-c3cc4ccccc4oc3=O)cs2)c2cc(Br)ccc21
  A: 87 | B: 109 | C: 105 | D: 102 | E: 52 | F: 85 | G: 92 | H: 84
55. CCN(CC)C(N)=S
  A: 103 | B: 110 | C: 111 | D: 103 | E: 103 | F: 104 | G: 95 | H: 101
56. CC(C)(C)OC(=O)n1cc(-c2nc(-c3c[nH]c4c(Cl)nccc34)cs2)c2cc(Br)ccc21
  A: 87 | B: 90 | C: 94 | D: 95 | E: 99 | F: 90 | G: 104 | H: 74
57. Cc1cccc(NCc2cn(-c3ccc(C(=O)O)cc3)nc2-c2ccc(C(=O)O)cc2)n1
  A: 103 | B: 104 | C: 120 | D: 109 | E: 97 | F: 100 | G: 101 | H: 96
58. CCc1c(C(=O)Nc2ccc(CN(C)C)cc2)[nH]c(C)c1C(C)=O
  A: 95 | B: 112 | C: 101 | D: 88 | E: 98 | F: 99 | G: 94 | H: 96
59. O=C(Nc1cccc(N2C(=O)CSC2=S)c1)C(Cl)Cl
  A: 101 | B: 103 | C: 123 | D: 107 | E: 103 | F: 105 | G: 96 | H: 102
60. Cc1cc(S(=O)(=O)N(C)C)cc(NCC(=O)NC(=O)NCC(C)C)c1C
  A: 96 | B: 102 | C: 105 | D: 103 | E: 103 | F: 96 | G: 92 | H: 106
61. CC(=O)Nc1ccc(C)c(C)c1
  A: 105 | B: 104 | C: 115 | D: . | E: 105 | F: 93 | G: 98 | H: 105
62. CC(C)C[C@@H]1c2c(O)c(C=O)c(O)c(C=O)c2O[C@@H](c2c(O)c(C=O)c(O)c(C=O)c2O)[C@H]1C(C)C
  A: 98 | B: 114 | C: 105 | D: 102 | E: 97 | F: 96 | G: 98 | H: 100
63. CCN(CC)CCOC(=O)Nc1ccccc1Cl
  A: 105 | B: 108 | C: 88 | D: 105 | E: 109 | F: 101 | G: 99 | H: 96
64. COc1ccc(-c2cc(C(=O)OCc3ccc(Br)cc3)nn2-c2ccc(S(C)(=O)=O)cc2)cc1OC
  A: 77 | B: 102 | C: 95 | D: 106 | E: 65 | F: 75 | G: 73 | H: 106
65. CCOC(=O)/C=C/c1sc(-c2cccc(C(=O)OC)c2)cc1N
  A: 91 | B: 94 | C: 100 | D: 96 | E: 86 | F: 85 | G: 73 | H: 86
66. CCCNc1nc2ccccc2c2c(=O)c3ccccc3sc12
  A: 95 | B: 108 | C: 116 | D: 111 | E: 94 | F: 85 | G: 73 | H: 117
67. COc1ccc(-c2cc(-c3cccc4ccccc34)c(C#N)c(=O)[nH]2)cc1S(N)(=O)=O
  A: 101 | B: 116 | C: 104 | D: 102 | E: 106 | F: 94 | G: 105 | H: 99
68. C/C=C\CCC(=O)c1ccccc1
  A: 100 | B: 113 | C: 101 | D: 92 | E: 102 | F: 98 | G: 97 | H: 107
69. CCOC1CCCCC1O (configuration not stated)
  A: 105 | B: 108 | C: 106 | D: 78 | E: 143 | F: 101 | G: 97 | H: 104
70. Nc1[nH]c2cc(Cl)ccc2c(=O)c1-c1ccccc1
  A: 103 | B: 123 | C: 80 | D: 112 | E: 111 | F: 99 | G: 99 | H: 113
